# Bioassay records: PubChem, several laboratories
# TNAP activators – stimulation of alkaline phosphatase TNAP activity – biochemical, luminescent, no phosphate acceptor, uHTS, primary screen (AID 1001). activation fold at 20 µM; hits with a dose series show EC50 in µM. purified TNAP, luminescent activation assay, no phosphate acceptor; higher activation fold means a stronger effect. 0.03% of 200,000 active; in the data active means activation fold from about 3, or a potency from the dose series; inactive means the rest, 99 in 100 with activation fold below about 1.6; further: many of its hits are not listed in these tables
# T cell modulator – T cell immune modulation candidate; 2C CD8+ T cell-vesicle binding, flow cytometry; active compounds read low; calls only at 7 µM; 0.068% of 330,000 active; AID 2052;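 active means response, share of CD8 T cells binding vesicles, and their 90th percentile fluorescence all below set limits, cut at about 80% in these data, passing the limit was not always enough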
#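 Also added: QL9-peptide-loaded Drosophila micro-vesicles bearing Ld, ICAM-1 and B7-1; Test system: purified 2C TCR transgenic mouse naive CD8+ T cells; Measured by: cytometric PE anti-B7-1 and Alexa647 anti-CD8 signals after 1% paraformaldehyde fixation; Timing: binding step 1.5 h, 37 °C, antibody labelling 20 min, ice.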
# PMI inhibitors – MPI enzyme activity inhibition – biochemical, fluorescence intensity, coupled assay, primary screen (AID 1209); purified PMI enzyme, coupled fluorescence intensity; higher % means a stronger effect; inhibition, % at 20 µM; hits with a dose series show IC50 in µM; 0.42% of 190,000 active;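 further: plate controls were DMSO vehicle for no effect and wells lacking substrate for full effect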
# PMI inhibition – human PMI inhibitors, high substrate, primary screen, biochemical, fluorescence intensity, high mannose 6-phosphate (AID 1220) | one-dose inhibition, % at 20 µM; IC50 in µM for titrated hits | recombinant PMI enzyme, coupled fluorescence intensity; higher % means a stronger effect | 0.66% of 190,000 active
# UTI89 phage lysis – protection from phage-mediated lysis, alamar blue read-out – E. coli UTI89, K1F phage, bacterial capsule biogenesis inhibitors (AID 488966); 0.02% of 340,000 active; E. coli UTI89 K1F phage lysis, alamar blue, 2 h; higher % means a stronger effect; inhibition, % at 100 µM, or IC50 in µM where a hit was titrated;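 active means phage lysis inhibition, versus mean bacterial control, above a set limit; inconclusive means no clear call, values can overlap the other calls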;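 further: capsule biogenesis inhibitors block K1F phage lysis so surviving cells raise fluorescence; higher fluorescence means more inhibition of phage lysis; actives were called in the ten point dose series up to 300 µM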
# M1AAP inhibition – P. falciparum M1AAP inhibitors, biochemical, fluorogenic H-Leu-NHMec substrate, 1536-well (AID 1445). recombinant M1AAP, H-Leu-NHMec fluorogenic kinetic assay; higher % means a stronger effect. inhibition, % at 30 µM, or IC50 in µM where a hit was titrated. 0.42% of 220,000 active;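 active means primary inhibition above the hit cutoff, then over 50% inhibition at one or more dose response concentrations, cut at about 23% in these data, passing the limit was not always enough; inconclusive means conflicting primary data, or primary hits not chosen for dose response; inactive means low primary inhibition, or under 50% at every dose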;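 further: plate controls were DMSO full reaction for no effect and no enzyme background for full effect; strong numbers were not always called active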
# RSV CPE inhibition – inhibition of RSV-induced cytopathic effect – HEp-2 cells, primary 10 µM value included (AID 2391). 0.13% of 310,000 active. one-dose CPE inhibition, % at 10 µM; IC50 in µM for titrated hits. HEp-2 cells, RSV-induced CPE inhibition; higher % means a stronger effect; in the data active means a potency from the dose series; inconclusive means CPE inhibition mostly from about 23% at the one dose, without a potency; inactive means the rest, 99 in 100 with CPE inhibition below about 21%; further: strong numbers were not always called active
# M17LAP inhibition – P. falciparum M17LAP inhibitors, primary screen, biochemical, fluorogenic H-Leu-NHMec substrate, 1536-well (AID 1619); one-dose inhibition, % at 30 µM; IC50 in µM for titrated hits; 0.38% of 220,000 active; recombinant M17LAP, H-Leu-NHMec fluorogenic kinetic assay; higher % means a stronger effect;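 active means compound inhibiting the enzyme by more than half at any dose during confirmatory dose-response retesting; inconclusive means strong single-dose inhibitors picked by rank but not retested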;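 further: plate controls were full reaction with DMSO carrier for no effect and no enzyme background for full effect; strong numbers were not always called active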
# West Nile antiviral – inhibition of WNV-induced cytopathic effect – cell-based, CPE readout (AID 1621). West Nile virus-infected cells, CPE inhibition; higher % means a stronger effect. CPE inhibition, % at 10 µM, or IC50 in µM where a hit was titrated. 0.02% of 290,000 active; in the data active means a potency from the dose series; inconclusive means CPE inhibition mostly from about 3.7% at the one dose, without a potency; inactive means the rest, 99 in 100 with CPE inhibition below about 2.2%; further: strong numbers were not always called active
# T cell modulator vesicle-bound % – further read-out of T cell modulator, marked with its call; double positive events, %; measured here: CD8+ vesicle-bound cell fraction;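 binding gate set so that unloaded-vesicle control wells show 10% double positive cells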
# Active calls of the source: *; i = inactive; ? = inconclusive; . = not tested or not shown; [ ] = another dose, or the depositor's remark. Unless noted, no stated cut-off is given here; in the data, active means inhibition above about 50%; inactive means the rest.
SMILES,TNAP activators,T cell modulator,T cell modulator vesicle-bound %,PMI inhibitors,PMI inhibition,UTI89 phage lysis,M1AAP inhibition,RSV CPE inhibition,M17LAP inhibition,West Nile antiviral
O=C(NCCc1cn2ccsc2n1)C1CCCCC1,1.1,i,39,12%,12%,0.6%,7%,1.3%,6%,0.0%
COc1ccc(-n2nc(C(=O)NCC(=O)NC3CCCC(C)C3C)c3ccccc3c2=O)c(OC)c1 (stereo not drawn),.,i,46,.,.,0.5%,.,-0.7%,.,-1.6%
COc1ccccc1/C=C1\Cc2ccccc2C1=O,.,i,24,.,.,-1.6%[50 µM],5%,1.9%,-3%,0.8%
CCN(CC(=O)NCc1ccc(F)cc1)CC(=O)Nc1ccc(S(=O)(=O)N2CCCC2)cc1,0.9,i,25,-5%,-1%,-0.1%,3%,1.2%,9%,-0.7%
O=c1c(Cc2ccc(Cl)cc2Cl)c(O)ccn1Cc1ccncc1,1.1,i,28,0%,0%,0.2%,-3%,-1.3%,1%,-0.1%
O=C(CCSc1ccccc1)Nc1ccc(OCc2ccccc2)cc1,1.1,i,30,3%,6%,0.9%,-2%,1.1%,3%,0.0%
O=C(CNS(=O)(=O)c1ccc(F)c(Cl)c1)NCCc1ccccc1,.,i,51,.,.,-0.2%,.,-0.1%,.,-0.2%
Cc1ccc2c(c1)NCC(C(=O)NC1CCCCC1)O2 (stereo not drawn),1.1,i,29,2%,8%,4.0%,8%,0.0%,6%,0.3%
CCN(CC)S(=O)(=O)c1cccc(C(=O)N/N=C/c2ccccc2OCC(=O)O)c1,1.3,i,49,0%,3%,0.3%,10%,-2.1%,14%,0.6%
Cc1onc(-c2ccccc2)c1C(=O)Nc1nnc(C(C)C)s1,.,i,43,.,.,0.0%,.,0.2%,.,-0.1%
CCS(=O)(=O)NCc1csc(-c2ccccc2)n1,1.1,i,10,0%,3%,1.8%,0%,1.0%,2%,-0.5%
O=C(CSc1ncccn1)Nc1ccccc1,1,i,23,-5%,-9%,-0.6%,-1%,0.5%,29%,0.3%
CC(C)(C)Nc1nc2ccc([N+](=O)[O-])cc2o1,.,i,13,.,.,-0.2%,9%,0.8%,0%,-0.5%
Cc1ccc(-n2nc3c(Cl)nnc(C)c3c2C)cc1,1.1,i,43,2%,8%,-0.2%,6%,1.2%,5%,0.1%
CC(=O)c1cccc(NC(=S)NCc2ccccc2)c1,.,i,47,.,.,-1.1%,.,5.0%,.,0.5%
CC(C)(CCl)C(=O)Nc1ccc(OC(F)(F)F)cc1,1.1,i,35,-2%,-2%,-0.6%,-16%,4.0%,-11%,-0.3%
Cc1nonc1OC(C)CNc1ccc([N+](=O)[O-])cc1 (stereo not drawn),1,i,34,21%,33%,0.1%,14%,4.1%,0%,-0.7%
CCCc1cc2c(cc1NC(=O)c1ccc(Br)cc1)OCO2,1.1,i,61,-5%,-6%,1.6%,3%,0.2%,3%,0.7%
CC(=O)c1cccc(S(=O)(=O)NCC(C)(C)N2CCOCC2)c1,.,i,9,.,.,0.1%,.,-0.9%,.,0.1%
COc1ccc(N2CCN(C(=O)c3ccc(Cl)c(S(=O)(=O)N4CCCC4)c3)CC2)cc1,1,i,6,2%,4%,2.0%,4%,15%,13%,-1.1%
O=C(O)CCS(=O)(=O)c1ccc(-c2ccccc2)cc1,0.9,i,47,-1%,-9%,3.0%,-5%,1.1%,2%,0.2%
CC(C)(C)c1ccc(C(=O)Nc2ccccc2Cl)cc1,1.1,i,7,15%,10%,-0.9%,4%,14%,5%,0.7%
COc1ccc(Cl)cc1Nc1nc(-c2sc(NC(=O)CC(C)C)nc2C)cs1,1.1,i,47,16%,7%,1.3%,11%,22%,-2%,-0.7%
COC(=O)c1ccc(C)c(NC(=O)c2c(-c3ccccc3)noc2C)c1,1.1,i,18,15%,6%,-0.3%,9%,-0.1%,-2%,-0.3%
COc1cc2c(cc1NC(=O)COc1ccc3ccccc3c1)oc1ccccc12,1.2,i,11,-7%,-8%,0.2%,0%,3.3%,-5%,0.1%
# Other results.
SMILES,TNAP activators,T cell modulator,T cell modulator vesicle-bound %,PMI inhibitors,PMI inhibition,UTI89 phage lysis,M1AAP inhibition,RSV CPE inhibition,M17LAP inhibition,West Nile antiviral
CC1CCN(C(=O)Cn2c(=O)n(-c3ccc(F)cc3)c(=O)c3sccc32)CC1,1.1,i,26,-5%,3%,0.1%,5%,43%,3%,-0.5%
Cc1c(C(=O)Nc2cccc([N+](=O)[O-])c2)cnn1-c1ccccc1,.,i,54,.,.,0.2%,.,5.4%,.,-1.0%
CN(CCO)S(=O)(=O)c1ccc2c(c1)C(=NNC(N)=O)c1cc(S(=O)(=O)N(C)CCO)ccc1-2,.,i,17,.,.,-0.2%,7%,-0.8%,10%,0.1%
S=C(Nc1ccccc1)N1CCCCCC1,1,i,10,6%,3%,4.9%,1%,0.4%,-2%,0.1%
CCNC(=O)CSc1nnc(-c2cccc(S(=O)(=O)N(CC)CC)c2)n1CCc1ccccc1,1,i,55,-12%,2%,2.2%,5%,1.4%,-2%,-0.6%
O=C(Nc1nsc(-c2ccccc2)n1)c1ccc(F)cc1,1.1,i,19,-9%,-12%,-0.3%,13%,-0.2%,1%,1.1%
COc1ccc(C2CC(c3cc(Br)ccc3F)n3nnnc3N2)cc1 (stereo not drawn),1,i,17,14%,14%,0.6%,0%,6.0%,12%,-0.4%
O=C(O)c1cccc(NC(=O)c2ccc(S(=O)(=O)c3ccccc3)cc2)c1,0.9,i,18,5%,-2%,0.5%[50 µM],5%,1.9%,8%,0.7%
Cc1cc(C)c2c(c1)-c1c(ssc1=S)C(C)(C)N2C(=O)CN1C(=O)c2ccccc2C1=O,0.9,i,37,2%,6%,0.5%,3%,1.9%,5%,-0.7%
COc1ccc(NS(=O)(=O)c2ccc3[nH]c(=O)[nH]c3c2)cc1,.,i,54,.,.,0.1%,.,1.4%,.,-0.8%
C=C(C)C1CC=C(CN2CCN(Cc3ccccc3)CC2)CC1 (stereo not drawn),.,i,58,.,.,0.2%,.,0.9%,.,-0.4%
C=CCn1c(=NC(=O)CN2C(=O)CCC2=O)sc2cccc(OC)c21,1.1,i,21,9%,10%,4.5%,9%,0.8%,8%,-0.1%
Cc1ccccc1/[N+]([O-])=C/c1ccncc1,1.1,i,30,3%,3%,0.9%,1%,2.7%,7%,0.4%
CCC(O)CC(C(=O)NNc1ccccc1)C(=O)NNc1ccccc1 (stereo not drawn),1.1,i,59,-83%,-184%,-1.2%,4%,-2.2%,8%,-0.5%
CCCc1ccc(NC(=O)C2CCCN(c3cnccn3)C2)cc1 (stereo not drawn),.,i,9,.,.,0.5%,.,5.3%,.,-0.9%
O=C(CSc1nnc(COc2ccc(Cl)cc2)o1)N1CCCCC1,.,i,24,.,.,-0.2%,.,12%,.,-1.1%
Fc1ccc(NC2=NCCCCC2)cc1,1.1,i,56,4%,-2%,-0.6%,-6%,0.1%,1%,0.3%
COc1cccc(N(CC(=O)NCCSCc2ccc(C)cc2)S(C)(=O)=O)c1,.,i,49,.,.,0.2%,.,?,.,-1.2%
COc1ccc(-n2ncc3c2CC(C)(C)CC3NC(=O)c2cn[nH]c2)cc1 (stereo not drawn),.,i,10,.,.,0.1%,.,-0.3%,.,-0.8%
C=CCNc1nnc(Sc2ncccc2[N+](=O)[O-])s1,1.1,i,19,-6%,-2%,-0.6%,0%,2.7%,21%,.
O=C(Nc1ccon1)c1cccc(S(=O)(=O)N2CCCCC2)c1,1.1,i,51,10%,7%,-0.6%,4%,-1.1%,0%,-0.4%
S=C(NC1CCCCCC1)NC1CCCC1,1,i,42,-5%,-6%,0.1%,2%,11%,-3%,-0.8%
CC(C)N1CCc2c(sc(NC(=O)c3ccc([N+](=O)[O-])o3)c2C(N)=O)C1,.,i,61,.,.,0.0%,.,-1.5%,.,-0.8%
COC(=O)NNC(=O)COc1cc(C)c(Br)cc1C(C)C,1.1,i,47,7%,5%,0.6%,-5%,3.1%,-8%,-0.9%
O=C(NCc1ccc2c(c1)OCO2)c1ccc(CS(=O)(=O)Cc2cccc(Cl)c2)o1,1.1,i,8,14%,8%,0.9%,10%,5.1%,3%,-0.9%
CCOc1ccc(/C=N/NC(=O)Cn2ccnc2C)cc1,.,i,24,.,.,0.0%,-2%,1.4%,-7%,0.4%
COc1ccccc1NC(=O)CSc1nc2ccccc2nc1N1CC(C)OC(C)C1 (stereo not drawn),.,i,10,.,.,2.3%,.,0.7%,.,-0.3%
CCC(=O)Nc1ccc2nc(C3CC3)n(Cc3ccccc3)c(=O)c2c1,1.1,i,23,5%,1%,1.5%,0%,0.4%,15%,.
COC(=O)c1ccc(N2CCN(C(=O)c3ccccc3)CC2)c(NC(C)=O)c1,1,i,55,4%,4%,0.2%,-1%,2.2%,-3%,0.0%

# Arranged by the number under PMI inhibition (rising): 3 of the compounds above.
smiles	TNAP activators	T cell modulator	T cell modulator vesicle-bound %	PMI inhibitors	PMI inhibition	M1AAP inhibition	RSV CPE inhibition	M17LAP inhibition	West Nile antiviral
S=C(Nc1ccccc1)N1CCCCCC1	1	i	10	6%	3%	1%	0.4%	-2%	0.1%
COC(=O)NNC(=O)COc1cc(C)c(Br)cc1C(C)C	1.1	i	47	7%	5%	-5%	3.1%	-8%	-0.9%
COc1ccc(C2CC(c3cc(Br)ccc3F)n3nnnc3N2)cc1 (stereo not drawn)	1	i	17	14%	14%	0%	6.0%	12%	-0.4%

# Complete entries from above. Order of values: TNAP activators, T cell modulator, T cell modulator vesicle-bound %, PMI inhibitors, PMI inhibition, UTI89 phage lysis, M1AAP inhibition, RSV CPE inhibition, M17LAP inhibition, West Nile antiviral
# O=C(Nc1ccon1)c1cccc(S(=O)(=O)N2CCCCC2)c1 reads 1.1, i, 51, 10%, 7%, -0.6%, 4%, -1.1%, 0%, -0.4%
# Cc1cc(C)c2c(c1)-c1c(ssc1=S)C(C)(C)N2C(=O)CN1C(=O)c2ccccc2C1=O reads 0.9, i, 37, 2%, 6%, 0.5%, 3%, 1.9%, 5%, -0.7%
# COc1ccc(C2CC(c3cc(Br)ccc3F)n3nnnc3N2)cc1 (stereo not drawn) reads 1, i, 17, 14%, 14%, 0.6%, 0%, 6.0%, 12%, -0.4%
# S=C(NC1CCCCCC1)NC1CCCC1 reads 1, i, 42, -5%, -6%, 0.1%, 2%, 11%, -3%, -0.8%
# C=CCn1c(=NC(=O)CN2C(=O)CCC2=O)sc2cccc(OC)c21 reads 1.1, i, 21, 9%, 10%, 4.5%, 9%, 0.8%, 8%, -0.1%
